High-throughput results: PubChem BioAssay, several laboratories
RGS8-Gao: RGS8-Galphao binding modulators, primary screen, biochemical, multiplexed bead flow cytometry. actives lie on both sides. AID 1423, 2008. hit rate 0.34% among 220,000. Guanine nucleotide-binding protein G(o) subunit alpha (Homo sapiens), P09471. response (percent of control binding), % at 10 µM; in the data active = response below about 60% or above about 140%; inactive = in between;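 also: Galphao activated as the GDP aluminium fluoride complex binding bead-coupled RGS8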
Target sequence (P09471 whole entry, looked up): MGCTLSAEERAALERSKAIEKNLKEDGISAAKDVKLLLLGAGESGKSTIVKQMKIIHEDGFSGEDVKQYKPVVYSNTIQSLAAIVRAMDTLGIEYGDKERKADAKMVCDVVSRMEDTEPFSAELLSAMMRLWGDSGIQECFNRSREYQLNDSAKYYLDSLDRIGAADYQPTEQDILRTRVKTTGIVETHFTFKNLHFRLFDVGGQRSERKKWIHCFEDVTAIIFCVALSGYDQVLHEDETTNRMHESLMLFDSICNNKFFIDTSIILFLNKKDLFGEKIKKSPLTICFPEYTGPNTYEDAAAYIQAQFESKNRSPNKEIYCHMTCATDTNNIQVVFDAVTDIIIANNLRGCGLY
Mcl1-Bid inh: Mcl-1/Bid binding inhibitors, primary screen, biochemical, TR-FRET, 1536-well | Induced myeloid leukemia cell differentiation protein Mcl-1 (Homo sapiens), Q07820 | TR-FRET Mcl-1/Bid-Dy647 peptide binding | inhibition, % at 21.7 µM | hit rate 0.97% among 220,000;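 active = compounds that cut the binding signal by more than half at the single screening dose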;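 also: His-tagged Mcl-1 with europium anti-His antibody binding Bid BH3 peptide; 0% = Mcl-1 plus peptide wells and 100% = peptide-only wells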
Target sequence (Q07820 whole entry, looked up): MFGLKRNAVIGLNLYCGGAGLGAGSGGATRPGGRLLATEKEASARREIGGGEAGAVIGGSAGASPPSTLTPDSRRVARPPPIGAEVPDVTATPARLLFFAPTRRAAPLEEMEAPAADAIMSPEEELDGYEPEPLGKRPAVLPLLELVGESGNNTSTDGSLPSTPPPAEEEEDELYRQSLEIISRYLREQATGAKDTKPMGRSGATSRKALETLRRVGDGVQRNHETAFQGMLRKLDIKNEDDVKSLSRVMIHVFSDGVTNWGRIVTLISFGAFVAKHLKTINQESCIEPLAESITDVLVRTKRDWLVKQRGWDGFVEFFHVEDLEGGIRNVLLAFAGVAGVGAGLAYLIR
Bim-Mcl-1: inhibitors of Bim peptide binding to Mcl-1, primary screen, biochemical, bead-based flow cytometry, multiplex. Bim peptide-Mcl-1 binding. inhibition, % at 10 µM. hit rate 0.1% among 190,000. AID 1009, 2008;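 also: 0% = no compound tracer wells and 100% = peptide blocker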
RGS7-Gao reg: RGS7-Galphao binding modulators, primary screen, biochemical, multiplexed bead flow cytometry; hit rate 0.35% among 220,000; binding response (% of control), % at 10 µM; actives lie on both sides; in the data active = binding response below about 49% or above about 150%; inconclusive = no clear call, values can overlap the other calls; inactive = in between;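 also: fluorescent Galphao held in activated GDP-AlF4 state binding bead-coupled RGS7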
Bim-Bcl-W: inhibitors of Bim binding to Bcl-W, primary screen, biochemical, multiplexed, bead-based flow cytometry. Bcl-2-like protein 2 (Homo sapiens), Q92843. Bim peptide-Bcl-W binding. inhibition, % at 10 µM. hit rate 0.02% among 190,000;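 also: 0% = bound tracer without compound and 100% = peptide blocker; higher means less fluorescent Bim peptide bound to Bcl-W beads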
Bcl-B Bim block: inhibitors of Bim-Bcl-B binding, primary screen, biochemical, multiplexed, human Bcl-2 family. Bcl-2-like protein 10 (Homo sapiens), Q9HD36. bead-based flow cytometry, Bim peptide-Bcl-B binding. inhibition, % at 10 µM. hit rate 0.073% among 190,000. AID 951, 2007;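 also: 0% = tracer peptide without compound and 100% = reference inhibitor peptide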
GSH bead fluor: compound fluorescence on glutathione beads, profiling panel, artefact control, biophysical, 488/530 nm, flow cytometry | hit rate 0.25% among 190,000 | fluorescence (KMESF) at 10 µM | GSH beads flow cytometry, compound fluorescence 488/530 nm; hits give high values; in the data active = fluorescence above about 89;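 also: glutathione beads carrying GST-tagged Bcl family fusion proteins plus one bare bead set; values are compound well signal with DMSO vehicle wells as background; inactives centre near 16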
Bfl-1 Bim block: inhibitors of Bim binding to Bfl-1, primary screen, biochemical, multiplexed, bead-based flow cytometry; Bcl-2-related protein A1 (Homo sapiens), Q16548; inhibition, % at 10 µM; AID 1008, 2008; Bim-Bfl-1 binding inhibition; hit rate 0.12% among 190,000;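 also: 0% = wells without compound plus tracer and 100% = blocker peptide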
Bim-Bcl-XL: inhibitors of Bim-Bcl-XL binding, primary screen, biochemical, multiplexed, bead flow cytometry, human Bcl-XL; Bcl-2-like protein 1 (Homo sapiens), Q07817; Bim peptide-Bcl-XL binding, fluorescence; inhibition, % at 10 µM; hit rate 0.04% among 190,000
Bim-Bcl-2: inhibitors of Bim-Bcl-2 binding, primary screen, biochemical, multiplexed, human Bcl-2 family; Apoptosis regulator Bcl-2 (Homo sapiens), P10415; Bead-based flow cytometry, Bim peptide-Bcl-2 binding; inhibition, % at 10 µM; hit rate 0.06% among 190,000; in the data active = inhibition above about 40%; inconclusive = no clear call, values can overlap the other calls;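 also: 0% = no compound wells with probe peptide and 100% = reference peptide inhibitor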
Target sequence (P10415 whole entry, looked up): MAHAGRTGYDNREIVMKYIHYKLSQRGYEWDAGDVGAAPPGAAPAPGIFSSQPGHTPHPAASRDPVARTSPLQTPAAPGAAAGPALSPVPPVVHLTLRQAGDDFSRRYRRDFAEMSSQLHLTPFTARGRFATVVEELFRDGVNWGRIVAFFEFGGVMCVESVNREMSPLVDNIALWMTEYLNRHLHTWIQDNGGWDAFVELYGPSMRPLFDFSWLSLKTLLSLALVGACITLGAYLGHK
RGS4-Gao reg: modulators of RGS4 binding to Galphao, primary screen, biochemical, multiplexed bead flow cytometry; binding response (% of control), % at 10 µM; hit rate 0.33% among 220,000; Guanine nucleotide-binding protein G(o) subunit alpha (Homo sapiens), P09471; AID 1415, 2008; actives lie on both sides; in the data active = binding response below about 49% or above about 150%; inactive = in between;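 also: fluorescent Galphao activated with aluminum fluoride binding bead-coupled RGS4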
* marks the source's active call; other numbers are inactive results; ? = inconclusive; [ ] = remark or other dose. Rule as the data show it, unless noted: active = inhibition above about 40%.

Labels used below: A = RGS8-Gao; B = Mcl1-Bid inh; C = Bim-Mcl-1; D = RGS7-Gao reg; E = Bim-Bcl-W; F = Bcl-B Bim block; G = GSH bead fluor; H = Bfl-1 Bim block; I = Bim-Bcl-XL; J = Bim-Bcl-2; K = RGS4-Gao reg
> CC(C)(C#N)Nc1ccccc1
  A: 100	B: -20	C: -4	D: 99	E: -2	F: -8	G: 26	H: -17	I: -8	J: -9	K: 100
> CSCCC(NC(=O)COc1ccccc1)C(=O)Nc1ccc(C)cc1 (stereo not drawn)
  A: 101	B: -30	C: -4	D: 100	E: -6	F: -6	G: 13	H: -5	I: -4	J: -6	K: 98
> O=C1OCC2=C1C(c1ccccc1)CC(=O)N2c1ccccc1 (stereo not drawn)
  A: 97	B: -33	C: 0	D: 102	E: 0	F: 0	G: 19	H: -5	I: 0	J: -5	K: 100
> O=C(c1ccco1)N1CCN(C(=O)C2Cc3ccccc3CN2S(=O)(=O)c2ccc(F)cc2)CC1 (stereo not drawn)
  A: 100	B: -44	C: 4	D: 97	E: 0	F: -1	G: 8	H: -13	I: -3	J: -3	K: 102
> CC(C)(C)c1ccccc1OCCN1CCCC1
  A: 100	B: 33	C: 0	D: 103	E: -1	F: -4	G: 22	H: -14	I: -4	J: -6	K: 100
> COc1ccc(Cl)cc1N(CC(=O)NC(C(C)C)C(C)C)S(C)(=O)=O
  A: 101	B: -10	C: -5	D: 100	E: 0	F: 0	G: 5	H: -1	I: -1	J: -2	K: 99
> CN(C)c1ccc(C=C2C(=O)OC(C)(C(C)(C)C)OC2=O)cc1 (stereo not drawn)
  A: 99	B: 4	C: -1	D: 103	E: 0	F: -8	G: 34	H: -17	I: -5	J: -11	K: 100
> CC1=C(C(=O)N2CCCCCC2)C2(CCC(C)CC2)OC1=O (stereo not drawn)
  A: 101	B: 2	C: 0	D: 100	E: -2	F: 0	G: 25	H: 1	I: -2	J: -1	K: 101
> O=C(c1ccccc1)c1c2c(cc3sc4ccccc4[n+]13)-c1cccc3cccc-2c13
  A: 115	B: 29	C: 8	D: 199*[activator]	E: 11	F: -50	G: 2	H: 21	I: 20	J: 26	K: 141
> CCN(C(=O)C(C)OC(=O)C1C(C(=O)OC)=C(C)NC(C)=C1C(=O)OC)c1ccccc1 (stereo not drawn)
  A: 106	B: -12	C: -1	D: 109	E: 10	F: 4	G: 12	H: 6	I: 5	J: 0	K: 105
> N/C(Cn1cncn1)=N\NC(=O)C(=O)Nc1ccc(Cl)cc1Cl
  A: 99	B: -50	C: -3	D: ?	E: -3	F: -2	G: 18	H: -3	I: -3	J: 0	K: 101
> O=Nc1c(O)[nH]c2c(F)cccc12
  A: 93	B: -62	C: -4	D: 94	E: -3	F: -2	G: 9	H: -2	I: -6	J: -1	K: 91
> Cc1ccc(NC(=O)Cn2cccc2C2=NC(c3ccccc3)CO2)cc1C (stereo not drawn)
  A: 105	B: -2	C: -2	D: 96	E: 0	F: 0	G: 21	H: -3	I: -1	J: -2	K: 101
> O=C(COC(=O)c1n[nH]c2ccccc12)Nc1ccccc1
  A: 100	B: -19	C: 0	D: ?	E: 0	F: -5	G: 14	H: -4	I: -3	J: -1	K: 103
> N#C/C(=N\Nc1ccccc1)C(=N)N1CCCCC1
  A: 99	B: -41	C: 1	D: 92	E: 0	F: 2	G: 56	H: 1	I: -1	J: 2	K: 93
> CCC(=O)Nc1cc(-c2nn(CC(=O)N3CCCCC3)c(=O)c3ccccc23)ccc1N1CCOCC1
  A: 100	B: 2	C: -3	D: 155*[activator]	E: 0	F: -8	G: 34	H: -17	I: -6	J: -8	K: 117
> CC(=O)N1CCN(CCN2C(C)=CC(=C(C#N)C#N)C=C2C)CC1
  A: 99	B: -19	C: 0	D: 101	E: -2	F: 0	G: 14	H: -3	I: -2	J: -3	K: 101
> CCOC(=O)Cc1csc(NS(=O)(=O)c2ccc(Cl)cc2)n1
  A: 84	B: -40	C: 9	D: 93	E: 12	F: 17	G: 5	H: 19	I: 15	J: 14	K: 92
> COC(=O)c1ccc(OCC(=O)NC(C)(C)C)cc1
  A: 102	B: -31	C: -3	D: 98	E: -4	F: -10	G: 27	H: -18	I: -6	J: -11	K: 99
> COc1ccc(S(=O)(=O)NC(CC(=O)NCc2ccccc2OC)c2ccco2)cc1 (stereo not drawn)
  A: 100	B: -14	C: 5	D: 98	E: 4	F: 10	G: 25	H: -1	I: 11	J: 2	K: 98
> Cc1ccc(C2CC(c3ccc(Cl)cc3)=NNC2=O)cc1 (stereo not drawn)
  A: 102	B: -4	C: 2	D: 99	E: 1	F: -3	G: 17	H: -10	I: -2	J: -3	K: 102
> O=C(O)C1CCCCC1C(=O)Nc1ccc(-c2ccccc2)cc1 (stereo not drawn)
  A: 99	B: -7	C: 1	D: 95	E: 0	F: -1	G: 13	H: -5	I: 0	J: -1	K: 97
> Cc1ccc(C)c(N=Nc2ccc(O)c3ncccc23)c1
  A: 100	B: -57	C: -2	D: 91	E: 0	F: -1	G: 11	H: 2	I: -2	J: 3	K: 96
> C=CCN1C(=O)C(O)(CC(=O)c2ccc(Cl)cc2)c2ccccc21 (stereo not drawn)
  A: 98	B: -19	C: -6	D: 96	E: 7	F: 0	G: 11	H: 0	I: -5	J: 1	K: 99
> COC(=O)Cn1cc(/C=N/NC(=O)c2ccc(C#N)cc2F)c2ccccc21
  A: 101	B: -10	C: -2	D: 100	E: -3	F: 1	G: 24	H: -1	I: -1	J: 0	K: 100

Whole records, looked up by structure:
Shown for CC1=C(C(=O)N2CCCCCC2)C2(CCC(C)CC2)OC1=O (stereo not drawn) = RGS8-Gao = 101; Mcl1-Bid inh = 2; Bim-Mcl-1 = 0; RGS7-Gao reg = 100; Bim-Bcl-W = -2; Bcl-B Bim block = 0; GSH bead fluor = 25; Bfl-1 Bim block = 1; Bim-Bcl-XL = -2; Bim-Bcl-2 = -1; RGS4-Gao reg = 101
Shown for C=CCN1C(=O)C(O)(CC(=O)c2ccc(Cl)cc2)c2ccccc21 (stereo not drawn) = RGS8-Gao = 98; Mcl1-Bid inh = -19; Bim-Mcl-1 = -6; RGS7-Gao reg = 96; Bim-Bcl-W = 7; Bcl-B Bim block = 0; GSH bead fluor = 11; Bfl-1 Bim block = 0; Bim-Bcl-XL = -5; Bim-Bcl-2 = 1; RGS4-Gao reg = 99
Shown for COC(=O)c1ccc(OCC(=O)NC(C)(C)C)cc1 = RGS8-Gao = 102; Mcl1-Bid inh = -31; Bim-Mcl-1 = -3; RGS7-Gao reg = 98; Bim-Bcl-W = -4; Bcl-B Bim block = -10; GSH bead fluor = 27; Bfl-1 Bim block = -18; Bim-Bcl-XL = -6; Bim-Bcl-2 = -11; RGS4-Gao reg = 99

Looked up by compound from above:
Labels used below: A = RGS8-Gao; B = Mcl1-Bid inh; C = Bim-Mcl-1; D = RGS7-Gao reg; E = Bim-Bcl-W; F = Bcl-B Bim block; G = GSH bead fluor; H = Bfl-1 Bim block; I = Bim-Bcl-XL; J = Bim-Bcl-2; K = RGS4-Gao reg
> O=C(c1ccccc1)c1c2c(cc3sc4ccccc4[n+]13)-c1cccc3cccc-2c13
  A: 115	B: 29	C: 8	D: 199*[activator]	E: 11	F: -50	G: 2	H: 21	I: 20	J: 26	K: 141
> CSCCC(NC(=O)COc1ccccc1)C(=O)Nc1ccc(C)cc1 (stereo not drawn)
  A: 101	B: -30	C: -4	D: 100	E: -6	F: -6	G: 13	H: -5	I: -4	J: -6	K: 98

New compounds follow:
Second line of a record: RGS8-Gao	Mcl1-Bid inh	Bim-Mcl-1	RGS7-Gao reg	Bim-Bcl-W	Bcl-B Bim block	GSH bead fluor	Bfl-1 Bim block	Bim-Bcl-XL	Bim-Bcl-2	RGS4-Gao reg
COc1cc(Cl)cc(/C=N/NC(N)=O)c1O
 : 98	-32	0	100	1	-4	14	-4	-1	0	101
Cc1c(NC(=O)C2CCCN2S(=O)(=O)c2ccc(Cl)cc2)c(=O)n(-c2ccccc2)n1C (stereo not drawn)
 : 103	-29	2	99	3	0	10	-1	-3	3	104
N#Cc1c(NC(=S)NC(=O)c2ccccc2)sc2c1CCN(CCc1ccccc1)C2
 : 97	-48	-8	109	0	-19	10	6	-6	0	104
CC(C)NC(=O)C12CC3CC(C1)CC(C(=O)NC(C)C)(C3)C2
 : 101	3	-1	?	-3	-5	15	-4	-3	0	101
CN(C)S(=O)(=O)c1cccc(NC(=O)COC(=O)CCSc2ccc(Cl)cc2)c1
 : 105	-12	-5	108	-3	-7	11	-2	-6	-7	104
COc1ccc(Cl)cc1N(CC(=O)N/N=C/c1ccc(OCC(N)=O)cc1)S(C)(=O)=O
 : 101	-13	1	?	0	-1	15	-4	0	-1	104
Cc1ccc(NC(=O)C(NS(=O)(=O)c2cccc3nsnc23)C(C)C)nc1 (stereo not drawn)
 : 103	-7	5	106	0	-6	26	-11	-1	-7	103
COC(=O)c1cn[nH]c1N
 : 100	9	0	97	-4	-8	12	-13	-6	-8	99
Cc1cnc(C(=O)Nc2ccc(N3CCN(C(=O)OC(C)(C)C)CC3)cc2)cn1
 : 100	-27	0	102	0	-9	20	-12	-1	-11	97
CCN(CC)S(=O)(=O)c1ccc(C)c(NC(=S)Nc2cccc(S(=O)(=O)N3CCCCCC3)c2)c1
 : 102	-46	-2	99	-2	-5	9	-3	-4	-4	102
Cc1ccc(C(C)C)cc1OCCN1CCCC1
 : 98	-6	0	95	-1	0	13	0	-1	0	97
COc1ccc(/C=C2\SC(=S)NC2=O)cc1OS(=O)(=O)c1ccc(NC(C)=O)cc1
 : 100	-3	-11	101	-14	-33	16	-11	-20	-8	100
COc1ccc(NC(=O)Nc2ccc(OC)c(OC)c2)c([N+](=O)[O-])c1
 : 94	-31	-5	89	-7	-13	19	-16	-7	-6	91
COc1ccc(CCNC(=O)C2CCN(Cc3nc(-c4ccccc4C)oc3C)CC2)cc1OC
 : 104	-21	-10	99	-5	-12	32	-9	-16	-17	102
Cc1nc(-c2cccc(NC(=O)c3cc4cc(Br)ccc4oc3=O)c2)cs1
 : 98	35	5	97	2	-1	10	2	2	6	84
O=C(O)C(=O)/C(=C\c1ccc(Cl)cc1)c1ccc2ccccc2n1
 : 99	-21	0	?	2	-3	16	-6	-4	-2	98
COc1ccc(C(=O)O/N=C(\C)c2nccs2)cc1
 : 101	-15	-4	109	2	0	13	-6	0	-6	104
CCOc1ccc(C2=Nn3cnnc3SC2)cc1
 : 101	3	0	97	1	-5	26	-12	-3	-4	102
